# Mito fusion act: blocks mitochondrial division or promotes mitochondrial fusion; S. cerevisiae fusion-defective mutant growth rescue, CellTiterGlo 48 h; Potency, µM (series often up to 46.1 µM), for inactives: at the highest dose growth rescue (activation), usual class: activators; 320,000 tested, 0.23% active; AID 485298;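 further: potency means the concentration at half of the fitted maximal effect; % of control where 0% means no effect; nearly all actives have a fitted effect of over 45% in size; temperature-sensitive fusion mutants such as fzo1-1 at 37 °C on non-fermentable ethanol glycerol medium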
#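 S. cerevisiae fusion-defective temperature-sensitive mutants (e.g. fzo1-1, mgm1-5) grown 48 h at 37C in YPEG (ethanol/glycerol non-fermentable) medium with 23 nl compound per well; growth rescue read as CellTiterGlo luminescence.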
# B2AR arrestin: recruits beta-arrestin to the human beta2-adrenergic receptor; Potency, µM (highest dose often 46.1 µM), without a hit: at the highest dose activation, most hits filed as activators; beta-arrestin recruitment to beta2AR, cell-based reporter; 330,000 tested, 0.02% active; AID 492947; P07550;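 further: potency means the concentration at half of the fitted maximal effect; 0% = DMSO controls and full agonism = EC100 isoproterenol or metaproterenol; nearly all actives have a fitted effect of over 65% in size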
# Target sequence (P07550 whole entry, looked up): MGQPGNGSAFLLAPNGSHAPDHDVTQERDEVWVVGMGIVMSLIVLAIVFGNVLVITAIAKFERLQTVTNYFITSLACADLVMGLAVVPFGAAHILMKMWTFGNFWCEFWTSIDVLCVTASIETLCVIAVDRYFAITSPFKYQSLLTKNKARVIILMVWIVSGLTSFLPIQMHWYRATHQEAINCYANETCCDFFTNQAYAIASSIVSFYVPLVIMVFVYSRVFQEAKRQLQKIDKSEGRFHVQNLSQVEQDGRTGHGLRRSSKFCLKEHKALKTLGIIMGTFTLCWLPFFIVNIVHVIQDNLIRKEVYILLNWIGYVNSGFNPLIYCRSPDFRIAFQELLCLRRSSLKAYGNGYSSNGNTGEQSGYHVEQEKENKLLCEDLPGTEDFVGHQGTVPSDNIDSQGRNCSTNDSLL
# Tb PFK inh: T. brucei PFK enzyme inhibition; O15648; T. brucei PFK, ADP-Glo luminescence; Potency, µM (top dose mostly 57.5 µM), without a hit: at the highest dose activity, negative = inhibition, usual class: inhibitors; 330,000 tested, 0.17% active; AID 485367;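 further: potency means the concentration at half of the fitted maximal effect; 0% = uninhibited 1x PFK enzyme wells and -100% = no-enzyme wells; nearly all actives have a fitted effect of over 60% in size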
#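 Compounds were pin-transferred as a titration series up to 57 uM into substrate buffer (0.5 mM F6P, 0.1 mM ATP, pH 8.0), then 1.25 nM PFK was added and reactions ran 45 min before ADP-Glo detection.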
# ELG1 repair inh: blocks ELG1-dependent DNA repair in HEK293T cells; HEK293T ELG1-luciferase reporter, luminescence, 16 h; DNA damage induced by 5-fluorouridine; Potency, µM (series often up to 46.1 µM), inactives show at the top dose activity change, negative = inhibition, actives largely listed as inhibitors; AID 504467; 330,000 tested, 2.3% active; further: potency means the concentration at half of the fitted maximal effect; on the % scale 0 is the no-effect control and ±100 the full control effect; nearly all actives have a fitted effect of over 55% in size
#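 Quantitative HTS, concentration-response format. 2,000 cells/well co-treated with 5-fluorouridine and compound, 16 hr in 5% CO2 at 37 °C; ONE-Glo luminescence read after 30 min.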
# USP2a inh: USP2a (human) protease inhibition | USP2 core, Ub-CHOP2 coupled fluorogenic reporter, 485/531 | Potency, µM (titrated, usually from 38.3 µM), for the others: at the top dose activity change, negative = inhibition, hits mostly inhibitors | 330,000 tested, 0.01% active;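 further: potency means the concentration at half of the fitted maximal effect; plate controls were DMSO wells for no effect and full inhibition by NEM control for full effect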
#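 USP2 core (10nM final) preincubated 30min RT with compound in 20mM Tris-HCl pH 8.0, 2mM CaCl2, 2mM beta-mercaptoethanol, 0.05% CHAPS; 25nM Ub-CHOP2 plus 25nM reporter substrate added, fluorescence (Ex485/Em531) read after 60min.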
# Eya2 phos inh: blocks the phosphatase activity of human Eya2; recombinant Eya2, OMFP fluorescence dephosphorylation (OMFP is methylfluorescein phosphate); 330,000 tested, 0.006% active; Potency, µM (highest dose often 76.9 µM), for the others: at the highest dose activity, negative = inhibition, hits mostly inhibitors; further: potency means the concentration at half of the fitted maximal effect; on the % scale 0 is the no-effect control and ±100 the full control effect
# Target sequence (O00167 whole entry, looked up): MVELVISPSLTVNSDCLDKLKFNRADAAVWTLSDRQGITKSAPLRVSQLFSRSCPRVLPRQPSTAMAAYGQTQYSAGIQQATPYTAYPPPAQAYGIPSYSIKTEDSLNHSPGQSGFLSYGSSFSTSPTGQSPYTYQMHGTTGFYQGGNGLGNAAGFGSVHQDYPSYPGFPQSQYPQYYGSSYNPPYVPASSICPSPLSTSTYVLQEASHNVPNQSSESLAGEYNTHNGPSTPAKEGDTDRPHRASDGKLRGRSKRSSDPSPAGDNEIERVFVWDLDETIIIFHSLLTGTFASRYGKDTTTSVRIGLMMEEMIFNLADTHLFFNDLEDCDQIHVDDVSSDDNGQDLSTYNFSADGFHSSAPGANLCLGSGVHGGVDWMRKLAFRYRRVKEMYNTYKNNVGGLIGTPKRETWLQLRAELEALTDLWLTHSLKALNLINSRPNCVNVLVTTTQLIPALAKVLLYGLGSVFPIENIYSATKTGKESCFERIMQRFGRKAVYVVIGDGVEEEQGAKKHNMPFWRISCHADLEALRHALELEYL
#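 Eya2 protein (added as 0.2 uM solution) was preincubated with compound for 10 min at ambient temperature in 50 mM HEPES pH 7.5, 50 mM NaCl, 5 uM MgCl2, 0.05% BSA, 1 mM DTT. OMFP (added at 50 uM) then reacted 10 min; fluorescence read at 485/525 nm.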
# BCR signal inh: inhibitors of chronic active B-cell receptor signaling. ABC-DLBCL IkBa-CBG/CBR reporter, luminescence ratio, 4 h. Potency, µM (titrated, usually from 46.1 µM), for inactives: at the highest dose ratio change, negative = lower green/red ratio, usual class: inhibitors. 340,000 tested, 0.05% active. AID 493014; active means well fitted inhibition curve with a large enough effect in the signal ratio, with a control signal flat, not every such curve was filed as active; inconclusive means small, poorly fitted or top-dose-only effect, or effect the other way, or a change in a side signal; the % refers to the signal ratio;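 further: potency means the concentration at half of the fitted maximal effect; plate controls were basal doxycycline-induced cells for no effect and cells given 10 µM MG132 for full effect; MG132 reads +100%, hits lower the ratio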
#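 Cell line TMD8 (human ABC DLBCL), stably expressing tet-inducible CBG68-IkBa fusion and CBR; IMDM/0.5% FBS; cpd up to 46 uM; dox induction, 4 h, 37C/5% CO2; dual luminescence; green/red ratio; MG132 control.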
# TSHR antag: blocks TSH signaling through the human TSH receptor. P16473. TSHR-expressing cells, TSH-stimulated cAMP HTRF, 2 h; hits give low values. activity change, negative = inhibition, % at 11.5 µM. 330,000 tested, 0.2% active. AID 504810;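 active means activity change below a set negative limit, meaning inhibition stronger than a set level, cut at about -70% in these data; inconclusive means activity change between two set negative limits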; further: on the % scale 0 is the no-effect control and ±100 the full control effect
#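 TSHR-expressing cells were treated with compounds, then stimulated with TSH at EC80 (4nM final) for 2 hours at 37 deg C. Cellular cAMP was measured by HTRF competition between lysate cAMP and cAMP-d2 for a cryptate-labelled anti-cAMP antibody.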
# TCR act: T cell receptor activation | primary human leukocytes, anti-CD3, IL-2 HTRF, 48 h | Potency, µM (doses to about 9.22 µM), for inactives: at the top dose activation of IL-2 secretion, usual class: activators | 330,000 tested, under 10 active | AID 504894; further: % of control where 0% means no effect
#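 Primary human leukocytes incubated 48 hr with anti-CD3 beads plus compound, without co-stimulation. Secreted IL-2 measured by HTRF (europium cryptate/d2 anti-IL-2 pair, 320 nm excitation, 665 nm emission).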
# uPA surface inh: inhibitors of cell surface uPA generation; AID 540303; cell surface uPA generation assay, qHTS; Potency, µM (series often up to 38.3 µM), for inactives: at the highest dose activity change, negative = inhibition, actives largely listed as inhibitors; 330,000 tested, 0.31% active; active means well fitted inhibition curve with a large enough effect; inconclusive means small, poorly fitted or top-dose-only effect; inactive means no such curve, though single readings can be large or run the other way; tested in mouse RAW 264.7 cells; further: potency means the concentration at half of the fitted maximal effect; on the % scale 0 is the no-effect control and ±100 the full control effect; nearly all actives have a fitted effect of over 55% in size
# PTAP TSG101 blk: blocks PTAP/TSG101 interaction to inhibit HIV-1 budding; 340,000 tested, under 10 active; Potency, µM (highest dose often 115 µM), for the others: at the top dose activity change, negative = inhibition, actives largely listed as inhibitors; Q99816; Fluorescence polarization, FITC-PTAP peptide / Tsg101 binding; AID 493005; active means well fitted inhibition curve with a large enough effect in the main read-out, with a control signal flat, not every such curve was filed as active; inconclusive means small, poorly fitted or top-dose-only effect, or effect the other way, or a change in a side signal; inactive means no such curve, though single readings can be large or run the other way; further: potency means the concentration at half of the fitted maximal effect; % of control where 0% means no effect
#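 Fluorescence polarization binding of Tsg101 binding domain (10 uM final) to FITC-labeled PTAP peptide (50 nM final) in HEPES pH 7.5 buffer with NaCl, Tween 20, EDTA, TCEP. Compounds added before peptide; binding 20 min at RT.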
# Active calls of the source: *; ? = inconclusive; . = not tested or not shown; [ ] = another dose, or the depositor's remark. Unless noted, the call rests on the fitted dose curve; in most records, active means well fitted curve in the direction sought with a large enough effect; inconclusive means small, poorly fitted or top-dose-only effect, or another doubt; inactive means no such curve, though single readings can be large; an effect the other way counts as inactive or inconclusive.
SMILES,Mito fusion act,B2AR arrestin,Tb PFK inh,ELG1 repair inh,USP2a inh,Eya2 phos inh,BCR signal inh,TSHR antag,TCR act,uPA surface inh,PTAP TSG101 blk
O=C(NC1CCCC1)C(c1cccs1)N(C(=O)c1ccno1)c1ccccc1 (stereo unspecified),0%,-0.2%,-1%,1%,3%,?,2%,1,-10%,-5%,-2%
O=C(CC(c1ccccc1)c1ccccc1)Nc1ccc(Cl)cn1,12%,0.1%,2%,12µM*,0%,.,?,-10,6%,-14%,-5%
COc1ccccc1NC(=O)CSc1ccc2nnc(-c3ccncc3)n2n1,-6%,0.1%,1%,-2%,-1%,-16%,-13%,11,6%,2%,-5%
O=[N+]([O-])c1ccc(-c2cnc(NO)nc2)cc1,-6%,-0.5%,-6%,?,0%,1%,-4%,6,-3%[46.1 µM],-7%,0%
COc1cccc(NC(=O)CN2C(=O)NC(C)(CCC(C)C)C2=O)c1 (stereo unspecified),-9%,-0.4%,2%,-5%,2%,-5%,?,-4,-6%,-3%,-4%
NCCCC[C@H]1CN=C(N)N1CCC12CC3CC(CC(C3)C1)C2,4%,2.7%,2%,8%,0%,10%,-1%,-3,-5%,-3%,-1%
COc1ccc(CN2CCNC(=O)C2CC(=O)N(C)Cc2nccs2)cc1OC (stereo unspecified),-1%,-1.0%,-2%,0%,2%,4%,-1%,9,1%,-4%,-2%
NS(=O)(=O)c1ccc(CNC(=O)C(c2ccccc2)c2ccccc2)cc1,0%,0.2%,3%,-5%,0%,-1%,?,-1,.,2%,-1%
CCN1CCN(Cc2ccc(NC(=O)c3ccc(C)c(NC(=O)c4csc(-c5ccncc5)n4)c3)cc2C(F)(F)F)CC1,?,-0.8%,2%,?,-2%,-2%,?,6,-1%,8%,-6%
CCOc1ccc(/C=N/N2C(C)CCCC2C)cc1OC (stereo unspecified),-1%,-0.3%,3%,2%,4%,6%,?,14,5%,0%,-2%
Cc1cc(C)nc(N2CCN(C(=O)CCC(=O)Nc3nnc(CC(C)C)s3)CC2)n1,6%,3.1%,-4%,6%,8%,2%,3%,7,4%,6%,-2%
NC(=O)CSc1ccc(S(=O)(=O)N2CCCCC2)cn1,2%,-0.2%,3%,?,3%,4%,?,22,3%,-7%,?
Cc1occc1C(=O)NCCCCNC(=O)c1ccoc1C,0%,-0.1%,6%,-3%,-9%,-31%,2%,-5,2%,6%,-1%
CCCCn1c(SCC(=O)Nc2nnc(C)s2)nc2c1c(=O)n(C)c(=O)n2C,0%,-0.5%,1%,9%,2%,9%,6%,4,.,9%,-8%
COc1ccc(NC(=O)c2ccc(COc3ccccc3OC)o2)cc1OC,-1%,-0.4%,-4%,-27%,-4%,-2%,?,-6,3%,-2%,-13%
CCOC(=O)C(=O)NCC(c1cccs1)S(=O)(=O)c1ccc(C)cc1 (stereo unspecified),-4%,-2.4%,18%,12%,2%,-11%,-5%,-6,3%,-2%,-4%
COc1ccc(-c2n[nH]c(=S)n2-c2cc(OC)ccc2OC)cc1,-8%,0.2%,-26%,?,0%,-5%,-1%,-7,-3%,-3%,-1%
CCCCCCN(C(=O)CCCCCN1C(=O)NC(c2ccccc2)C(C(=O)OCc2ccccc2)=C1C)C(C(=O)NCCCC)c1ccc(OCC(=O)OC)c(C(=O)OC)c1 (stereo unspecified),2%,0.3%,-4%,?,-5%,-2%,?,-7,.,.,.
COc1ccc(/C=C/C(=O)NC2=NCCS2)cc1OC,3%,0.1%,-2%,?,3%,18%,1%,-5,-7%,2%,-1%
C[C@H](NC(=O)c1ccc(C(C)(C)C)cc1)C(=O)N1CCC2(CC1)NCCc1[nH]cnc12,-5%,0.0%,2%,9%,3%,-7%,-2%,19,-4%,-2%,-6%
Cc1c(NS(=O)(=O)c2ccc(Cl)c(C(=O)OC(C)C(=O)NCc3ccco3)c2)c(=O)n(-c2ccccc2)n1C (stereo unspecified),4%,0.4%,1%,-9%,0%,7%,-1%,12,-5%,0%,-2%
CC1(c2ccccc2Cl)NC(=O)N(CC(=O)NCc2ccco2)C1=O (stereo unspecified),-8%,0.0%,-4%,-3%,2%,1%,2%,19,-3%,3%,-1%
CCn1ccnc1CN1CCN(CC(C)C)C(CCO)C1 (stereo unspecified),1%,-0.1%,-3%,4%,0%,-3%,?,-5,-14%,5%,0%
CC(C)(C)c1nnc2sc(SCC(=O)c3cccs3)nn2c1=O,-1%,-0.7%,0%,15%,-2%,2%,10%,8,8%,-14%,-6%
CCOC(=O)N1CCN(C(=O)COc2cccc3c2CCN(Cc2ccccc2C)C3=O)CC1,-1%,-2.0%,-2%,?,5%,2%,?,-1,4%[46.1 µM],-7%,-2%
# More results follow.
SMILES,Mito fusion act,B2AR arrestin,Tb PFK inh,ELG1 repair inh,USP2a inh,Eya2 phos inh,BCR signal inh,TSHR antag,TCR act,uPA surface inh,PTAP TSG101 blk
CCc1ccccc1N(CC(=O)N1CCCC1)S(C)(=O)=O,1%,-0.3%,1%,5%,0%,1%,5%,41,2%,42%[activator],-3%
Cc1ccc(NC(=O)c2cnn(-c3ccccc3)c2NC(=O)c2ccco2)cc1,-4%,-0.4%,-2%,-17%,-1%,-6%,-1%,6,-11%,2%,-2%
O=C(Nc1cc(Cl)ccc1Cl)N1CCCC1,13%,-0.2%,-8%,12%,0%,7%,-9%,-6,9%,5%,-7%
Nc1cc(=O)[nH]c(SCC(=O)N2CCCCC2)n1,2%,0.3%,5%,-9%,3%,7%,4%,-8,-6%,2%,-1%
CN(C)CCn1c2ccccc2c2nc3ccc([N+](=O)[O-])cc3cc21,3%,0.2%,-1%,?,2%,-12%,21%,-5,-2%,-17%,0%
Cc1cccc(NC(=O)C2CCN(c3ncnc4c3nc3n4CCCCC3)CC2)n1,6%,0.3%,-7%,1.8µM*,2%,-11%,?,-12,8%,10%,-4%
COc1cccc(/C=C/c2nc3c(cnn3-c3ccccc3)c(=O)[nH]2)c1,10%,0.2%,6%,12%,1%,9%,-7%,2,-9%,-8%,-1%
COC(=O)c1cccc(NC(=O)c2cnccn2)c1,0%,-1.1%,-2%,27%,1%,10%,-1%,19,-10%,-4%,-1%
COc1ccc2c(c1)N(C(=O)CN1C(=O)C3CCCCC3C1=O)C(C)(C)C=C2C (stereo unspecified),11%,0.1%,-5%,-6%,3%,-3%,?,-6,-7%[46.1 µM],2%,-6%
O=C(Nc1ccc(S(=O)(=O)N2CCCC2)cc1)c1cccc(OC(F)F)c1,6%,0.2%,0%,?,-1%,-17%,-2%,-8,-5%,-4%,-2%
Cc1cccc(OCc2nnc(NC(=O)c3cccs3)s2)c1,5%,0.1%,5%,-2%,5%,-4%,?,-6,0%,3%,-3%
CCOC(=O)c1nc(-c2ccc(OC)c(OC)c2)cnc1C#N,.,2.0%,0%,17%,4%,8%,0%,13,1%[46.1 µM],0%,0%
Cc1ccc(NC(=O)CSCc2cc(=O)n3ccsc3n2)c(C)c1,-4%,-0.9%,1%,10%,-4%,12%,-6%,14,-2%,-18%,-5%
O=C(NC1CCCC1)c1ccc(Br)c(S(=O)(=O)N2CCCCC2)c1,4%,-1.0%,1%,-12%,-1%,10%,?,-6,0%,-1%,-6%
Cc1nc([N+](=O)[O-])c(C(=O)OCc2ccccc2F)n1C,-7%,0.1%,0%,3%,-3%,-8%,-15%,-1,7%,-3%,-4%
CN1CCC(N(C)C(=O)c2cc(S(=O)(=O)N(C)c3ccccc3)ccc2Cl)CC1,.,0.5%,2%,0%,10%,-21%,0%,.,-1%,0%,0%
Cc1ccc(S(=O)(=O)N2CCC(C(=O)N3CC(C)OC(C)C3)CC2)cc1 (stereo unspecified),-2%,-1.1%,-1%,2%,-1%,2%,4%,4,1%,-1%,0%
COc1ccc(/C=N/NC(=S)NC2CCS(=O)(=O)C2)cc1OC (stereo unspecified),-2%,-0.1%,-7%,15%,0%,-4%,-9%,-1,-4%,-9%,-7%

# Screening results (PubChem BioAssay)
